# PDI turbidity: PDI (human) enzyme inhibition; P07237; PDI insulin aggregation turbidity, A650, 90 min; inhibition, % at 10 µM; actives 0.052% (n = 350,000); AID 588391;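 active = mean inhibition across replicates of 30% or more, whatever share of single replicates reach that level; inconclusive = mean inhibition below 30% while every single replicate reaches 30%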;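 also: absorbance from insulin aggregation driven by PDI reduction with DTT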
# Target sequence (P07237 whole entry, looked up): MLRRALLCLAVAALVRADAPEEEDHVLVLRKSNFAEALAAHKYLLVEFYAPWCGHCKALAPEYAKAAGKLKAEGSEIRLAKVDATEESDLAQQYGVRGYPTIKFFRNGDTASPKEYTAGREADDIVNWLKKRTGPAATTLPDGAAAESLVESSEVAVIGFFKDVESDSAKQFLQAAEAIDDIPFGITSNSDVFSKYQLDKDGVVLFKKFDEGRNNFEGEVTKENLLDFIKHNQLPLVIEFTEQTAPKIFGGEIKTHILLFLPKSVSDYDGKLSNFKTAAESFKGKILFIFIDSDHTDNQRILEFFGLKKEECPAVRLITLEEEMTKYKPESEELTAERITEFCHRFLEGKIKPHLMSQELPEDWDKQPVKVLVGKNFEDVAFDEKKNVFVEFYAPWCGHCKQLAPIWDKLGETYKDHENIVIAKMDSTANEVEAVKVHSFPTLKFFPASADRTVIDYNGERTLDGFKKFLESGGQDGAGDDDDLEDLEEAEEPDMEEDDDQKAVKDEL
# MC4R antagonist: human MC4R antagonism in cAMP assay | MC4R-expressing cells, MTII-stimulated cAMP, LANCE TR-FRET | actives 0.48% (n = 360,000) | P32245 | inhibition, % at 6.5 µM;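 active = inhibition above its plate's cutoff, the mean of tested wells on that plate plus 3 SD, cut at about 29% in these data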;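 also: 0% = Melanotan II alone and 100% = Melanotan II plus saturating MCL0020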
# Target sequence (P32245 whole entry, looked up): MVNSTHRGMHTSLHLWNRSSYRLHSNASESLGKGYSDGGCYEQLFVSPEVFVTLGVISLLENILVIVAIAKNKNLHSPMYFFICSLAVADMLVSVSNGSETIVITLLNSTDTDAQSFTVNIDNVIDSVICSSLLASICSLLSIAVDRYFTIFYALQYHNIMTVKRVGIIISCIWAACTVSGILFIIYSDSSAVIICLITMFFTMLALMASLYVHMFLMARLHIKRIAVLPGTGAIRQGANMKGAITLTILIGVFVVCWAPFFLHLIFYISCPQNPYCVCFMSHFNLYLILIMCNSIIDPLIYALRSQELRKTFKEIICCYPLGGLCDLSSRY
#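 Material – human MC4R-expressing U2OS cells · Repeats – no replicates · Detection – TR-FRET with Eu-cAMP and labeled anti-cAMP, 671 nm · Times – compound 30 min, challenge 1 h, detection 1 h · Compound – single nominal compound dose of 6.5 µM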
# Cardio protect: myocardial damage modulation in H9c2 cells; H9c2 cardiomyocytes, H2O2 injury protection, ATPLite, 2 h; protection from H2O2 cell death, % at 20 µM; actives 0.63% (n = 360,000); AID 588492;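 active = compounds giving at least 50% protection of heart cells from peroxide-induced death in the single-dose screen, raw or plate-pattern-corrected value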;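 also: 0% = DMSO wells with peroxide and 100% = DMSO wells without peroxide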
# m5-HT2A agonist: agonists of mouse serotonin 5-HT2A receptor (HTR2A). P35363. CHO-K1 mHTR2A beta-arrestin complementation, luminescence; percent of 30 µM serotonin response. activation, % at 7.6 µM. actives 0.66% (n = 360,000);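 active = activation above a run cutoff, the mean activation of all tested compounds plus 3 SD, cut at about 14% in these data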;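 also: 0% = plate median of compound wells and 100% = 30 µM serotonin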
# ABCB6 inh MLPCN: human ABCB6 transporter inhibition | fluorescence ratio to DMSO, % at 10 µM | Q9NP58 | K562-ABCB6 porphyrin accumulation, flow cytometry, 1 h; stronger effect = lower value | AID 602162 | actives 0.19% (n = 360,000);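 active = fluorescence ratio to DMSO below 75%, the collection mean minus 3 SD; inconclusive = too few cells collected in the well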;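 also: signal is porphyrin accumulated inside mitochondria; 100% equals median channel fluorescence of DMSO control wells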
# Vif inh: HIV Vif inhibition. HEK293T cells, Vif self-association by quenched fluorescence, imaging, 24 h. inhibition, % at 7.49 µM. actives 0.35% (n = 340,000); in the data active = inhibition above about 50%, passing the limit was not always enough; inconclusive = no clear call, values can overlap the other calls; inactive = below about 31%; also: some results filed as inactive read as strong as hits
# N-glyco inh: blocks N-linked glycosylation in D54 reporter cells. D54 ERlucT glycosylation luciferase reporter, 24 h; percent of 100 nM tunicamycin response. reporter increase, % at 12.5 µM. actives 0.23% (n = 360,000). AID 588692;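 active = mean luciferase reporter signal, scaled so untreated is 0 and the glycosylation-blocking control 100, at or above a set limit in every replicate; inconclusive = mean reaches the limit but not every replicate does; inactive = mean below the limit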;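 also: luciferase carries N-glycosylation sites so blocking glycosylation raises the light; 0% = median of neutral control wells and 100% = median of 100 nM tunicamycin wells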
# aDG glyco up: increases alpha dystroglycan glycosylation | Pro5-aDG cells, alpha-DG glycosylation AlphaScreen (IIH6); 0% Pro5, 100% B10-LARGE cell signal | activation, % at 10 µM | actives 0.22% (n = 360,000) | AID 624168;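 active = activation of at least 8% versus controls, or a plate z-score of at least 8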;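 also: Pro5 are CHO cells carrying HIG-tagged alpha-DG that lacks glycosylation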
# CaV13 ICDI inh: Disruptors of the CACNA1D IQ motif to Ca2+-dependent inactivation inhibitor domain association, primary screening, Förster resonance energy transfer in intact living …; HEK cells, CFP/YFP FRET ICDI-IQ, plate reader, 10 min; percent FRET-ratio fall versus neutral wells; inhibition, % at 12.3 µM; actives 0.098% (n = 340,000);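 active = mean replicate inhibition of at least 30% and at least 1% of replicates passing that level; inconclusive = only one of the two criteria is met; inactive = neither criterion is met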;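 also: 0% = median of the neutral control wells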
# MC4R ag barr: activates human MC4R beta-arrestin recruitment. U2OS MC4R beta-arrestin complementation, luminescence; percent of melanotan II response, DMSO zero. actives 0.98% (n = 360,000). activation, % at 8.9 µM;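 active = activation above a per-plate cutoff, the mean activation of sample wells on that plate plus 3 SD, cut at about 8% in these data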
# Starred values were filed as active, the others as inactive; ? = inconclusive; . = no result given; & = joins results of further samples.
SMILES,PDI turbidity,MC4R antagonist,Cardio protect,m5-HT2A agonist,ABCB6 inh MLPCN,Vif inh,N-glyco inh,aDG glyco up,CaV13 ICDI inh,MC4R ag barr
Cc1cc(NC(=O)CSc2nnc(-c3ccncc3)n2N)ccc1Br,-8,1,2,-3,110,.,8,-0.2,.,-0.3
COc1cccc(/C=C/C(=O)N2CCN(S(=O)(=O)c3ccccc3)CC2)c1,13,10,0,0,87,.,-1,-0.1,-6,-0.6
COc1ccc(C(=O)NNC(=O)CCc2ccccc2OC)cc1,8,-5,2,-1,104,-1,1,0.0,-3,-0.3
CC(C)N(Cc1ccccc1)C(=S)NCCN1CCOCC1,2,3,4,-2,102,8,1,-0.1,-2,-2.7
COc1ccc(-n2cccc2C=O)cc1,1,5,-3,0,103,-9,1,0.2,-2,-0.4
O=C(Nc1ccc([N+](=O)[O-])cc1)c1cccc(S(=O)(=O)Nc2ccccn2)c1,-3,23,2,-4,95,-3,4,0.0,-2,-0.4
COc1ccc(NC(=O)c2sc3cc(C(F)(F)F)cnc3c2-c2cccs2)cc1,-2,3,-16,1,95,-2,1,-0.1,.,9.8*
CCn1c(=O)cc(SCC(=O)Nc2cccnc2)c2ccccc21,4,0,44,-1,96,2,3,-0.1,-8,-3.0
COc1ccc(COc2ccccc2C(N)=O)cc1F,-16,12,17,1,101,1,-3,-0.4,-8,-1.6
CC1CC(C)CN(S(=O)(=O)c2ccc(C(=O)OCC(=O)Nc3ccccc3)cc2)C1 (stereo unspecified),-6,-3,-4,4,95,.,6,0.0,-4,0.7
CCOC(=O)c1cc(S(=O)(=O)N2CCN(C(=O)OCC)CC2)cn1C,?,6,-9,3,147,3,2,0.2,.,1.0
O=c1cc(-c2ccccc2)oc2cccc(O)c12,.,14,-2,0,102,-10,0,-0.5,.,2.8
Cn1c(CNc2ccccc2)cc(=O)n(C)c1=O,6,7,11,2,94,-5,0,0.1,-4,-0.1
CC(=O)c1ccc(Cc2ccc(C(C)=O)cc2)cc1,21,1,0,2,103,-4,-4,-0.1,-1,-1.2
COc1cccc(CN(C)CC(=O)NC(=O)NCc2ccco2)c1,-1,5,7,4,101,11,2,0.0,-5,-1.8
COc1ccc(C(=O)NC(=S)NNC(=O)c2cnccn2)cc1,-6,-5,32,5,96,7,-11,0.1,-7,-1.1
COc1cccc(C2c3[nH]c4ccccc4c3C[C@H]3C(=O)N(CCCCCO)CC(=O)N23)c1 (stereo partly specified),2,20,11,5,101,-1,2,0.1,-21,-0.1
C=C1C[C@]23C[C@@]1(O)CC[C@H]2[C@@]12C=C[C@H](O)[C@@](C)(C(=O)O1)[C@H]2[C@@H]3C(=O)O,4,7&-1,-1&5,0&-4,98&96,9&-1,2&-1,0.0&-0.1,-5,-0.8&-0.9
CC(=O)OCC(=O)Nc1ccc(Cl)cc1Cl,3,-5,-3,-2,104,2,-1,0.6,-5,-2.3
CCCCNC(=S)NNC(=O)c1csc2c1CCC(C)C2 (stereo unspecified),15,3,-8,-4,96,.,-1,0.0,-9,-0.5
C=CCn1nnnc1-c1cc(Cl)cc(Cl)c1,-6,3,4,2,106,-15,1,0.2,11,-1.2
COc1cccc(OCC(O)CN2CCN(c3ccc(Cl)cc3)CC2)c1 (stereo unspecified),8,-9,-3,-5,102,0,3,0.0,-5,1.5
COc1ccccc1N=NC1C(=O)N(C(N)=S)N=C1C (stereo unspecified),0,-8,14,-4,101,-3,2,-0.1,-19,-1.0
CCC(=O)Nc1cc(C)c(NC(=O)c2ccco2)cn1,0,1,-4,4,87,5,0,0.0,-4,-2.0
COCCNC(=O)c1ccc2c(=O)n(Cc3ccco3)c(SCC(=O)NC3CCCC3)nc2c1,1,1,11,1,98,0,3,0.1,.,-1.7
CCCc1cc(C(=O)NCCc2ccccc2)no1,.,6,0,-6,101,-1,-3,-0.2,-8,1.0
Nc1nnc(SCC(=O)Nc2cc(F)ccc2F)s1,-3,9,-6,5,103,3,2,-0.4,-5,0.2
COc1cc(-c2nnc(SCC(=O)N3CCCC3)o2)cc(OC)c1OC,-10,4,8,3,98,0,3,0.1,-8,-2.3
O=C(Nc1ccccc1C(F)(F)F)c1ccsc1,0,13,2,-5,100,-16,-1,-0.2,-4,-1.5
Cc1cc(OCc2cc3c(cc2Cl)OCO3)c2c(C)cc(=O)oc2c1,-4,7,-4,0,89,.,0,0.6,-1,0.6
COc1ccc(-n2nc(C(=O)NCC(=O)NCc3ccccc3OC)c3ccccc3c2=O)c(OC)c1,4,-2,4,-1,91,-5,1,-0.1,-7,-0.3
O=S1(=O)N[C@@H](Cc2ccccc2)COc2cccc(N3CCC[C@H]3CO)c21,.,.,.,-4,96,.,.,0.0,-7,.
CC(=O)NC12CC3CC(C1)CC(C(=O)N1CCN(S(=O)(=O)c4cccs4)CC1)(C3)C2,-5,4,13,6,96,24,1,-0.1,-2,-0.9
CC1CCC2C(=O)N(c3cccc(OS(=O)(=O)c4ccccc4)c3)C(=O)C2C1 (stereo unspecified),0,-5,1,3,103,-18,0,-0.3,-5,-1.3
Cc1cc(C)c(C)c(S(=O)(=O)N2CCN(C(=O)c3cc(S(=O)(=O)N4CCOCC4)ccc3F)CC2)c1C,5,12,-3,8,94,-5,-5,0.1,-5,-1.1
O=C(COC(=O)c1cnc(Cl)c(Cl)c1)NCc1cccs1,-1,36*,3,-1,101,1,1,0.5,-2,-1.6
O=c1[nH]cnc2scc(-c3ccccc3)c12,14,8,28,2,102,4,1,-0.1,-5,-2.9
N#C/C(=C\c1ccc(OCc2cccc(C(=O)O)c2)cc1)C(=O)NCc1ccco1,1,8,2,-4,92,-3,-9,0.0,-3,-1.4
COc1cccc(CN(C)CC(=O)Nc2ccccc2C(C)C)c1,-3,0,-1,-2,93,-12,-2,0.4,5,0.1
COc1c(F)c(F)c(C(=O)Nc2ccc3oc(-c4ccncc4)nc3c2)c(F)c1F,-2,0,-1,2,99,14,1,0.5,-4,2.2
CC(C)[C@H](NC(=O)c1ccccc1Cl)C(=O)OCC(=O)Nc1ccc(S(=O)(=O)N2CCOCC2)cc1,3,2,0,14,96,5,1,-0.1,-5,0.0
CCOc1ccc(N(CC(=O)Nc2ccc(OC)cc2OC)S(=O)(=O)c2c(C)[nH]c(=O)[nH]c2=O)cc1,6,-3,-4,-2,99,1,0,0.0,-5,-1.8
COc1cccc(SCc2noc(C(=O)NC(C)C)c2C(=O)O)c1,6,5,3,7,97,-3,0,0.4,-12,-2.7
O=S(=O)(Nc1ccc(Cl)cn1)c1ccccc1,2,0,12,3,97,-4,-2,-0.2,-5,-1.3
Cn1cccc1C(=O)NC(=O)COC(=O)CNS(=O)(=O)c1ccc(Br)cc1,0,19,2,0,103,?,1,0.1,-6,-0.6
COc1cccc(NC(=O)c2cc(-c3ccc(OC)cc3OC)nc3ccccc23)c1,-7,-6,16,-6,94,-5,0,-0.3,-5,-2.7
Fc1cccc(CSc2ccc3nnc(-c4cccnc4)n3n2)c1,4,-5,43,1,99,10,4,0.3,3,-2.4
CC(Sc1ccc(Cl)cc1)C(=O)Nc1ccccc1-c1ccccc1 (stereo unspecified),5,8,-6,-6,101,4,-7,0.1,-5,0.6
CCCCOc1ccc(C2=CSC3=NCCN23)cc1[N+](=O)[O-],-2,7,-2,0,96,-3,1,0.1,-4,0.3
Cc1ccc2nsnc2c1S(=O)(=O)NC1CC1,3,6,3,2,88,.,0,0.1,-9,-1.4
COc1ccc2nc(NC(=O)C34CC5CC(CC(NC(C)=O)(C5)C3)C4)sc2c1,-10,6,1,4,100,15,-3,-0.2,-3,0.0
CCOC(=O)C1=C(Nc2ccc(OC)cc2)OCC1=O,7,3,-3,3,95,1,0,0.1,-13,-1.9
O=C(NNC1CC(=O)N(c2ccc3c(c2)OCCO3)C1=O)c1ccc(Cl)cc1 (stereo unspecified),1,17,1,-2,96,0,0,-0.6,-6,-4.9
Nc1nnc2cc(Cl)ccc2n1,-8,0,11,2,102,25,12,0.1,-5,0.2
COc1ccc(NC(=O)COC(=O)CO/N=C(\C)c2ccc3c(c2)OCO3)cc1S(N)(=O)=O,-1,5,12,2,93,11,1,0.1,-6,-2.2
O=C1CC2(CCN(S(=O)(=O)c3ccccc3F)CC2)Oc2ccccc21,-5,-3,0,-2,96,.,-2,0.0,-3,-1.5
COC(=O)c1ccc(NC(=O)C(=O)N2CCN(C(=S)NCCc3ccccc3)CC2)cc1,8,-1,-6,-2,77,2,0,0.2,-4,0.9
O=C(Nc1cccc(Cl)c1)c1ccc2ncsc2c1,13,1,-3,0,98,-5,1,0.1,-2,-0.4
CCc1ccc(NC(=O)c2cnc3scc(C)n3c2=O)cc1,17,6,-11,1,97,-1,1,0.7,-6,-1.3
CCN(CC)c1ccc2cc(-c3nc4ccccc4[nH]3)c(=O)oc2c1,4,2,-22,0,707,.,-20,2.3,.,4.9
# Next section:
SMILES,PDI turbidity,MC4R antagonist,Cardio protect,m5-HT2A agonist,ABCB6 inh MLPCN,Vif inh,N-glyco inh,aDG glyco up,CaV13 ICDI inh,MC4R ag barr
COc1cc(OC)cc(C(=O)NCC(=O)OCC(=O)N2CC(C)CC(C)C2)c1 (stereo unspecified),3,17,-4,0,99,2,2,-0.1,0,-1.8
O=C(Nc1ncc(Cc2cccc(C(F)(F)F)c2)s1)c1ccc(-c2cccc([N+](=O)[O-])c2)o1,-14,3,-1,7,85,-8,-7,0.0,-5,-3.3
Cc1noc(C)c1NC(=O)Nc1ccc2c(c1)C(=O)N([C@H](C)CO)C[C@H](C)[C@@H](CN(C)S(C)(=O)=O)O2,-3,-3,-3,5,97,-3,3,-0.4,-10,0.5
COc1ccccc1N1CCN(Cc2cc(OC)c3c(c2)OCO3)CC1,-3,1,-2,-3,103,-1,1,0.2,-4,-1.4
COc1ccc(CNc2ccccc2SC)cc1OC,-2,-2,-8,0,91,-16,2,0.2,-8,-1.7
COC(=O)c1sccc1NC(=O)COc1ccc(Cl)cc1Cl,-3,0,-18,1,95,.,0,0.0,-5,3.5
Cc1ccc(S(=O)(=O)N2CCC(C(=O)OCCOc3ccccc3)CC2)cc1C,-1,3,-4,1,102,-4,0,0.0,-6,0.9
Cc1c(C(=O)NC2CCCc3ccccc32)oc2ccc(S(=O)(=O)N3CCCC3)cc12 (stereo unspecified),12,17,-9,-4,98,2,1,0.1,-3,14*
C[C@@H]1CN([C@@H](C)CO)C(=O)c2cccc(NC(=O)Nc3ccccc3)c2O[C@H]1CN(C)C(=O)Nc1cccc2ccccc12,1,2,2,4,105,-10,0,-0.1,-5,0.8
COc1cccc(CN(C)Cc2c(O)ccc3ccccc23)c1,-8,-2,-1,0,95,27,-2,-0.1,-4,-0.2
O=C(COc1cc(Cl)c(Cl)cc1Cl)Nc1cccc(O)c1,3,23,-17,22*,99,6,-10,0.0,-4,20*

# From PubChem BioAssay
